Tn7 DDE FP = disrupts Tn7 cyclic peptide binding to fibrin D-Dimer-E complex; P02675; inhibition, % at 8.3 µM; AID 720508; 370,000 tested, 0.13% active; FP displacement of FITC-Tn7 peptide from fibrin DD(E); 0% = median of compound wells per plate;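 active means inhibition above the mean of compounds falling within the control limits plus 3 SD of them, cut at about 14% in these data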;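 further: 0% = plate median of compound wells and 100% = 10 µM Aha-Tn7 peptide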
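Measure: % inhibition scaled between sample-field median and high-control FP; Test system: human fibrin DD(E); Quantity: 2 µM final DD(E) protein; Doses: one dose, 8.3 µM nominal; Schedule: compound with protein 10 min, then 3 h after probe, room temperature; Detection: fluorescence polarization; Medium: Tris buffer with calcium and detergent, pH 7.8.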
proKLK7 act = proKLK7 (human) activation, primary screen | purified proKLK7, EDANS-DABCYL substrate fluorescence; 100% is mature enzyme control, 0% vehicle | activation, % at 7 µM | 370,000 tested, 0.9% active | AID 652039;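 active means activation above the mean of all tested compounds plus 3 SD, computed per campaign excluding outliers beyond control limits, cut at about 13% in these data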
ARFGAP1 inhibitor = rat ARFGAP1 inhibition | Arfgap1-stimulated ARF1 GTP hydrolysis, GDP FP detection | inhibition, % at 16.5 µM | 360,000 tested, 0.26% active;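 active means inhibition above a per-plate limit, mean inhibition of low control wells plus 3 SD, cut at about 25% in these data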;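 further: 0% = DMSO wells with enzyme and 100% = wells lacking Arfgap1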
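Material: rat Arfgap1 catalytic domain, aa 1-136; also added: human ARF1(Δ1-17)-GTP substrate; compound dosing: one concentration, 16.5 µM, DMSO 1.26%; incubation: GTP hydrolysis reaction 2 h at 25 °C; measured by: Tracer-displacement fluorescence polarization with EDTA stop, 620/688 nm; evaluation: % inhibition from polarization; repeats: one replicate per compound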
ASAP1 GAP inh = blocks human ASAP1-stimulated Arf1 GTP hydrolysis | inhibition, % at 16.5 µM | 360,000 tested, 0.19% active | Q9ULH1 | GDP FP detection; in the data active means inhibition above about 25%;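 further: 0% = vehicle with enzyme and substrate and 100% = no enzyme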
PLC-gamma1 inh = blocks human PLC-gamma1 enzyme activity. inhibition, % at 12.2 µM. P19174. AID 720700. 370,000 tested, 0.84% active. purified PLC-gamma1, fluorogenic substrate, fluorescence; in the data active means inhibition above about 9.5%
TDP2 inh = blocks human TDP2 phosphodiesterase activity; O95551; 370,000 tested, 0.34% active; recombinant TDP2, T5PNP hydrolysis, p-nitrophenol absorbance 415 nm; AID 720702; inhibition, % at 12.8 µM;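 active means inhibition above the mean of all tested compounds plus 3 SD, set per campaign, cut at about 25% in these data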;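 further: 0% = DMSO with enzyme and 100% = buffer with substrate but no TDP2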
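System: recombinant human TDP2 / Amount: 120 nM TDP2 per well / Also added: 5 mM T5PNP chromogenic substrate / Doses: 12.8 µM single point, 1% DMSO / Incubation: 2 h at 37 °C / Detection: p-Nitrophenol epi absorbance / Evaluation: % inhibition relative to enzyme-containing and enzyme-free wells / Repeats: singlicate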
ADAM10 inh = inhibits human ADAM10 | O14672 | recombinant ADAM10, EDANS/DABCYL FRET peptide cleavage, 3 h | inhibition, % at 7 µM | 370,000 tested, 0.62% active | AID 720582;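 active means inhibition above a per-campaign cutoff equal to the mean of compounds falling between control-based bounds plus 3 SD, cut at about 20% in these data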;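 further: 0% = DMSO wells while the 100% control is not disclosed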
ADAM17 inh = inhibits human ADAM17; recombinant ADAM17, EDANS/DABCYL FRET peptide cleavage; inhibition, % at 6.95 µM; 370,000 tested, 0.83% active; P78536;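 active means inhibition above the mean of compounds lying between control limits plus 3 SD, set per campaign, cut at about 8.5% in these data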;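 further: 0% = DMSO-only wells as the low control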
LEDGF integ inh = blocks HIV-1 LEDGF/p75-dependent DNA integration | TR-FRET IN-LEDGF/p75 DNA integration, Eu/Cy5 | inhibition, % at 3.7 µM | 370,000 tested, 0.64% active;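 active means inhibition above the screen-wide mean plus 3 SD, cut at about 13% in these data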;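 further: signal is the Cy5 over europium emission ratio at 671 and 618 nm; 0% = plate median of compound wells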
Tn6 DDE FP = inhibitors of Tn6 peptide binding to human fibrin DD(E); 370,000 tested, 0.21% active; Fibrin DD(E) TRITC-Tn6 fluorescence polarization displacement; inhibition, % at 8.3 µM; AID 720509; P02675;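 active means inhibition above a per-campaign cutoff: mean of compounds within control limits plus 3 SD, cut at about 15% in these data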;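 further: 0% = median of all compound wells on the plate and 100% = blocking peptide control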
The depositor's hits bear a star; i = inactive; nt = no result given; & = joins results of further samples. Compounds were not picked by outcome; overall some 4.2% were active at least once.

Compound	LEDGF integ inh	Tn6 DDE FP	PLC-gamma1 inh	ARFGAP1 inhibitor	TDP2 inh	proKLK7 act	ASAP1 GAP inh	ADAM10 inh	ADAM17 inh	Tn7 DDE FP
CC(=O)Nc1ccc(NC(=O)c2c(C)nn(Cc3ccccc3Cl)c2C)cc1	3	7	-1	-4	12	-0.1	-2	-4	-1	0
O=C(Nc1ccccc1)c1cccc(C(F)(F)F)c1	-2	-2	7	2	0	-0.5	-8	1	2	-4
Cn1c(COc2cccc3ccccc23)nnc1SCC(=O)OC1CCCCC1	5	1	1	0	-11	0.5	2	10	3	1
COc1cccc(CNc2nc(-c3cccnc3)nc3ccccc23)c1	-3	0	-10	11	-2	0.3	19	-4	-4	-1
COc1ccc(C(c2nnnn2C2CCCCC2)N2CCN(C/C=C/c3ccccc3)CC2)cc1 (configuration not stated)	4	1	2	8	-2	-0.5	8	1	1	-3
CCOC(=O)N1CCC(NCCNC(=O)c2ccccc2)CC1	1&2	4&4	-2&3	3&1	10&0	-0.7&0.5	-6&-3	-18&9	-2&-1	7&-2
CCn1c(SCC(=O)Nc2cc(C)on2)nc2sc(C)c(C)c2c1=O	4	-1	-4	3	1	0.1	8	1	-7	-1
CCC(C)NS(=O)(=O)c1ccc(NC(=O)C(Sc2ccccc2)c2ccccc2)cc1 (configuration not stated)	4	-3	8	10	-18	0.1	4	41*	20*	-10
N#C/C(=C/c1ccc2c(c1)OCO2)C(=O)Nc1ccc(O)cc1	-11	2	-1	-6	0	0.2	-1	0	1	1
CCC(C)NC(=O)CSc1nc2ccsc2c(=O)n1NC(=O)c1ccccc1 (configuration not stated)	1	5	-2	10	7	-0.2	1	1	1	6
O=C(NCC(c1ccco1)N1CCN(c2ccc(F)cc2)CC1)OCc1ccccc1 (configuration not stated)	-4	3	0	-1	1	-1.1	6	6	6	0
CN1CCN(S(=O)(=O)c2cccc(C(=O)N(c3ccccn3)C3CCCCC3)c2)CC1	-2	1	2	2	8	-0.1	5	1	0	-1
CCN(C(=O)CN1CCCC(C)C1)c1c(N)n(Cc2ccccc2)c(=O)[nH]c1=O (configuration not stated)	0	3	-3	8	-3	0.1	-5	-10	0	10
COc1ccc2cc(C(=O)N3CCN(c4ccccc4OC)CC3)[nH]c2c1	5	1	-24	6	0	-3.1	7	-42	-13	3
Cc1[nH]c2ccc3c(ncn3CCC#N)c2c1C	-4	-5	-17	-4	10	0.4	11	-19	-3	-1
O=[N+]([O-])c1ccc(S(=O)(=O)Nc2ccc(S(=O)(=O)N3CCCC3)cc2)cc1	1	-3	2	6	9	0.0	16	-6	-3	-6
O=c1nc2cccc3c2=c(/c1=C(\O)c1ccccc1)c1ccccc1c3=O	1	3	-15	-1	7	-0.2	13	-2	2	-6
O=C(COC(=O)c1ccccc1)NCc1ccco1	4	-1	-3	-6	4	-0.1	-10	-6	-4	9
CCCCN(CC(=O)NCc1ccc(F)cc1)C(=O)c1ccco1	-7	-1	1	-2	-1	-0.5	3	-10	-4	-1
Cc1cc(=O)oc2cc(NC(=O)c3ccccc3C(=O)O)ccc12	2	-5	i	6	5	54*	-5	i	i	-3

Two entries from above in a different format:
COc1ccc2cc(C(=O)N3CCN(c4ccccc4OC)CC3)[nH]c2c1
  LEDGF integ inh: 5; Tn6 DDE FP: 1; PLC-gamma1 inh: -24; ARFGAP1 inhibitor: 6; TDP2 inh: 0; proKLK7 act: -3.1; ASAP1 GAP inh: 7; ADAM10 inh: -42; ADAM17 inh: -13; Tn7 DDE FP: 3

Cc1[nH]c2ccc3c(ncn3CCC#N)c2c1C
  LEDGF integ inh: -4; Tn6 DDE FP: -5; PLC-gamma1 inh: -17; ARFGAP1 inhibitor: -4; TDP2 inh: 10; proKLK7 act: 0.4; ASAP1 GAP inh: 11; ADAM10 inh: -19; ADAM17 inh: -3; Tn7 DDE FP: -1

(cont.)
Compound	LEDGF integ inh	Tn6 DDE FP	PLC-gamma1 inh	ARFGAP1 inhibitor	TDP2 inh	proKLK7 act	ASAP1 GAP inh	ADAM10 inh	ADAM17 inh	Tn7 DDE FP
CC(=O)NC1N=C(C)N(c2ccccc2)C1=O (configuration not stated)	-1	-4	1	21	15	0.2	13	-5	-1	1
COC(=O)[C@]12C[C@H](CC(=O)N3CCOCC3)C(=O)N(Cc3cccc4ccccc34)C1=C[C@H](COCc1ccccc1)O[C@@H]2C	3	1	0	nt	-4	1.2	nt	6	-1	-10
O=C(O)c1cccc(N=NN2CCOCC2)c1	0	-5	3	6	9	0.6	8	1	-5	7
COc1ccc2c(c1)/C(=C\c1cccc(/C=C3/C(=O)Nc4ccc(OC)cc43)n1)C(=O)N2	-3	-6	2	-13	-3	-0.1	-3	-10	-1	-2
O=C1CCCC(O)=C1N=Nc1c(Cl)cc(Cl)cc1Cl	1	14	10*	1	-2	-0.6	-5	1	4	-5
Cc1c(C(=O)O)oc2ccc(S(=O)(=O)N3CCC(C)CC3)cc12	-2	-6	3	-10	-5	-0.4	15	5	1	-1
CC(C)(C)C(=O)Cn1ncc(N2CCOCC2)c(Br)c1=O	0	-1	2	10	3	-0.5	5	-11	-7	6
CCOc1ccc(/C=N/Nc2ccccn2)cc1OC	2	9	-4	2	3	1.2	12	2	1	-2
O=C(CCS(=O)(=O)c1ccc(F)cc1)Nc1nnc(-c2ccc(F)cc2)o1	4	3	4	4	5	0.1	6	8	2	2
N#Cc1c(N2C(=O)C3C4C=CC(C4)C3C2=O)sc2c1CCC2 (configuration not stated)	3	-2	-1	-3	4	-0.4	-8	-3	-4	-5
CCC(=O)Nc1ccc(C(=O)CN2C(=O)NC3(CCCCCC3)C2=O)cc1	2	-5	-14	10	-1	-0.3	13	-25	3	-8
COc1ccc(Cl)cc1-c1cc(C(=O)NC2CCCCC2)[nH]n1	0	4	-2	-4	3	0.4	0	-5	-2	3
COc1cccc(CC2(CO)CCCN(Cc3ccccc3Cl)C2)c1 (configuration not stated)	3	-1	-1	-4	1	0.6	-17	4	4	-9
O=C(CN1CCCC1)N1CCCc2c1c(=O)oc1ccc(OCc3ccccc3)cc21	-1	-4	-63	-13	7	2.5	3	-219	-54	-1
c1ccc(C[n+]2cccc3c4ccccc4ccc32)cc1	2	2	-208	6	-6	16*	-9	i	-308	-6
CCC(NC(=O)Nc1ncccc1C)(C(F)(F)F)C(F)(F)F	-3	-3	3	1	-9	-0.2	-6	7	5	11
O=C(NCCCN1CCOCC1)c1cc(-c2cccs2)on1	2	4	4	-1	-3	0.3	9	11	-3	2
CNC(=O)/C(=C\c1cccc(Oc2ccccc2)c1)NC(=O)c1ccccc1	-2	4	-40	-5	9	0.9	1	-35	-16	5
COc1ccc(CCC(=O)Nc2ccc(Cl)c(S(=O)(=O)N3CCOCC3)c2)cc1OC	7	0	2	2	0	0.2	-5	6	0	-8
COc1ccc(S(=O)(=O)N2CCCCC2)cc1NC(=O)Cn1cnc2c1c(=O)n(C)c(=O)n2C	0	9	1	0	-9	-0.7	8	0	-2	0

Continuation.
Compound	LEDGF integ inh	Tn6 DDE FP	PLC-gamma1 inh	ARFGAP1 inhibitor	TDP2 inh	proKLK7 act	ASAP1 GAP inh	ADAM10 inh	ADAM17 inh	Tn7 DDE FP
O=C(NCCOC(=O)c1ccncc1)c1ccccc1	-1	-5	1	2	4	-0.8	-3	5	-4	0
N#CC(c1ccccc1)c1ccc2c(C(F)(F)F)cc(C(F)(F)F)nc2n1 (configuration not stated)	-1	-3	-1	0	5	0.7	-12	3	-5	8
O=C(N1CCCCC1)C12CC3CC(CC(C3)C1)C2	3	-3	-1	0	2	0.4	-3	4	-7	-1
O=C(Nc1cccc(-c2ccc(N3CCOCC3)nn2)c1)c1ccccc1	5	-1	-13	-3	-1	0.6	11	-4	-3	-4
O=C(c1cccc2ccccc12)C1CCCN(C(=O)CCCn2cncn2)C1 (configuration not stated)	1	3	0	18	8	-0.7	10	-2	0	-6
Cc1ccc(CCNC(=O)C2CCCN(S(C)(=O)=O)C2)cc1 (configuration not stated)	7	-9	3	-3	-9	0.5	6	-1	-1	-3
COc1ccc2nc(-c3ccccc3)cc(C(=O)OCC(=O)N3CCCCC3)c2c1	-1	11	i	-4	1	-82	0	i	-483	3
COc1cc(C)cc2oc(=O)c(CC(=O)N3CCN(C(=O)C4COc5ccccc5O4)CC3)c(C)c12 (configuration not stated)	4	-5	-414	0	-3	-6.1	-4	i	-298	7
CC(C)COC(=O)CCn1[nH]c(=O)c2ccccc2c1=O	2	0	-14	10	-2	-0.1	0	-11	-4	-3
N#C/C(=C\c1ccc(N2CCOCC2)c([N+](=O)[O-])c1)c1nc2ccccc2[nH]1	1	-1	-37	9	-2	-0.6	-7	-16	-9	3
O=C(NCC(c1cccs1)N1CCOCC1)c1ccc(Cl)cc1 (configuration not stated)	5	-1	3	-3	1	0.4	8	-1	3	-8
CCN(CC)CCCC(C)n1c2nc(=O)[nH]c(=O)c-2nc2cc(Cl)ccc21 (configuration not stated)	20*	1	i	8	25*	76*	8	-120	-28	-7
O=C(O)c1ccc(N/N=C/c2ccc(-c3ccccc3Cl)o2)cc1	-2	-2	-157	-6	-5	-1.1	-7	-18	-10	1
Cc1ccccc1Cn1cc(NC(=O)c2nc3ncccn3n2)cn1	-2	0	1	-2	6	0.4	7	8	-2	9
